# TLR4 MyD88 comp: inhibitors of human TLR4-MyD88 binding; inhibition, % at 8.4 µM; O00206+Q99836; HeLa CL3-4 TLR4/MyD88 BLA complementation, FRET ratio; 200,000 tested, 0.18% active; AID 861; in the data active means inhibition above about 25%;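 further: 0% = vehicle and 100% = reference inhibitor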
# APP 5'UTR act: activates APP 5'UTR luciferase reporter; SH-SY5Y APP 5'UTR luciferase reporter, luminescence; zero percent = DMSO vehicle wells; activation, % at 2 µM; 190,000 tested, 1% active;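 active means activation above a set limit, based on mean plus 3 SD of controls, cut at about 140% in these data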; further: values of inactives mirror those of a sister screen read the other way
# NF-kB expr up: compounds increasing NF-kB expression in human neuronal cells. NF-kB reporter expression; hits give high values. 190,000 tested, 1.6% active. fold change at 12.5 µM; in the data active means fold change above about 3.3
# STAT1 activator: activators of IFN-gamma induced STAT1 signaling | NIH 3T3 STAT1-luciferase reporter, luminescence; 100% = IFN-gamma alone, no compound | activation (% of control), % at 5.5 µM | 200,000 tested, 2.6% active | AID 932;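 active means activation above the screen-wide mean activation plus 3 SD, cut at about 130% in these data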;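 further: raw ratio to IFN-gamma control signal so 100% means no change and 0% no light; values of inactives mirror those of a sister screen read the other way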
# Diaphorase act: activates diaphorase or chemically reduces, flagging diaphorase assay artifacts; activation factor at 20 µM; AID 1229; Diaphorase/resazurin coupled assay, resorufin fluorescence, 16 min; hits give high values; 1 = vehicle wells, 0 = NADH-free wells; 190,000 tested, 0.005% active;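 active means diaphorase activity raised at least twofold by the compound at 20 µM; inactive means activation factor below 2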
#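 Material: purified diaphorase enzyme from Clostridium kluyveri; Also added: 0.114 mM NADH and 0.1 mM resazurin, final amounts; Doses: single compound dose of 20 µM, 1% DMSO final; Times: 16 min enzyme reaction, ambient temperature; Detection: resorufin fluorescence, excitation 544 nm, emission 590 nm; Measure: increased resorufin signal from activators or reducing compounds.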
# APP transl inh: APP translation inhibition. SH-SY5Y APP 5'UTR-luciferase reporter, luminescence. inhibition, % at 2 µM. 190,000 tested, 0.82% active. AID 1285;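 active means inhibition above a set limit, derived from the sample mean plus 3 SD, cut at about 45% in these data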; further: values of inactives mirror those of a sister screen read the other way
# Diaphorase inh: diaphorase inhibition or chemical oxidation counter-screen. diaphorase resazurin-to-resorufin fluorescence, NADH, 16 min; bacterial (C. kluyveri) enzyme, not human. inhibition, % at 20 µM. 190,000 tested, 0.69% active. AID 1217;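 active means primary screen inhibition at 20 µM above a set limit, cut at about 50% in these data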;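 further: plate controls were DMSO with full reaction for no effect and wells lacking NADH for full effect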
#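 System: Diaphorase enzyme from Clostridium kluyveri | Amount: Enzyme working solution with 0.14 U/mL diaphorase | Benchmarks: No-NADH positive control and DMSO neutral control | Signal: Fluorescence of resorufin formed from resazurin, Ex 544/Em 590 nm | Schedule: 16-min room-temperature incubation before reading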
# FLuc inhib CS: counter-screen for luciferase assay inhibitors: firefly luciferase inhibition | inhibition, % at 10 µM | 200,000 tested, 1.5% active | ATPLite firefly luciferase biochemical luminescence, 10 min | AID 1006;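 active means inhibition above about 50% when tested at 10 µM, limit read from the data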
# Target sequence (P08659 whole entry, looked up): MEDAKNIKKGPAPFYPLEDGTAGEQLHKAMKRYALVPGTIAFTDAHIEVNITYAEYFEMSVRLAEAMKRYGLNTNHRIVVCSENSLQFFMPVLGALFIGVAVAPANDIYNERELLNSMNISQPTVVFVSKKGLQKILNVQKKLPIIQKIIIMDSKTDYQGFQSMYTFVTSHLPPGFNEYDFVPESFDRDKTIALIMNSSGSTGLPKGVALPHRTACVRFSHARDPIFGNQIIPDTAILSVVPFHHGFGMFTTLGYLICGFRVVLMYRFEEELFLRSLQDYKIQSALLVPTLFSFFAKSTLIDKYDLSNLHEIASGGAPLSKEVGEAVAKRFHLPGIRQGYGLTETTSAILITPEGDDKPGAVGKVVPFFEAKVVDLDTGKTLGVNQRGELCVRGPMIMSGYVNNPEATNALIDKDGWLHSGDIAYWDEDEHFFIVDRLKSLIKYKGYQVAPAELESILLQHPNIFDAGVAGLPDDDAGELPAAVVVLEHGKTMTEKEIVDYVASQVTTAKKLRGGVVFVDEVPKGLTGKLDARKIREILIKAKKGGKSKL
# G6PDH counter: L. mesenteroides G6PDH inhibition counter-screen | Purified L. mesenteroides G6PDH, diaphorase/resazurin coupled fluorescence, 45 min | inhibition, % at 5 µM | 200,000 tested, 0.12% active; in the data active means inhibition above about 50%
# FLuc act counter: affects firefly luciferase, flagging false hits in luciferase stimulation screens; activation factor at 10 µM; AID 1027; ATPlite luciferase biochemical, luminescence, 10 min; 0 = ATP-free wells, 1 = DMSO control; 200,000 tested, under 10 active; P08659;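 active means luciferase activation factor, scaled between plate controls, of at least 2 with compound at 10 µM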
#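 Assay system: Luciferase/luciferin detection reagent, cell-free biochemical luciferase assay / Also added: ATP substrate / Schedule: 10 min at ambient temperature / Measured by: luminescence measurement of luciferase light output / Benchmarks: low control with PBS replacing ATP, high control enzyme plus ATP without compound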
# * = called active by the depositor; . = not tested or not shown.
SMILES,TLR4 MyD88 comp,APP 5'UTR act,NF-kB expr up,STAT1 activator,Diaphorase act,APP transl inh,Diaphorase inh,FLuc inhib CS,G6PDH counter,FLuc act counter
CCOc1ccc(OCC)c(NC(=O)CCn2cccc2)c1,-3.1,11.4,0.87,97.9,0.9,-11.4,8.7,-4.4,3.8,1
CCOC(=O)c1nn(-c2ccccc2F)c(C)c1C(C)=O,0.8,10.7,1.04,100.2,0.9,-10.7,11.0,-4.6,8.1,1
Cc1ccc(-c2cc(C(=O)O)n[nH]2)o1,-8.8,9.2,0.98,94.3,0.9,-9.2,11.2,-8.2,-9.2,1.1
O=C(NCCN1CCOCC1)NC1(C(F)(F)F)Oc2ccccc2O1,7.4,-5.0,3.21,110.1,1,5.0,1.5,-1.6,9.1,1
O=C(O)c1ccc(CN(c2ccccn2)S(=O)(=O)c2ccccc2)cc1,8.8,-12.1,0.95,98.4,0.8,12.1,16.4,-2.8,1.3,1
COc1ccc(N2C(=O)CCC2(C#N)c2ccc(Br)cc2)cc1 (stereo not drawn),6.0,4.2,1.02,95.3,0.8,-4.2,20.6,-5.4,6.0,1.1
Cc1ccnc(SCC(=O)N2CCCc3ccccc32)n1,-1.3,-2.5,1.29,98.0,0.9,2.5,9.3,-6.8,13.8,1.1
O=C(COC(=O)/C=C/c1ccc(Cl)cc1)Nc1ccc2c(c1)OCCO2,3.1,16.6,2.3,96.7,1,-16.6,2.3,-1.3,-0.5,1
CCCn1nc(C(=O)OCn2nnc3ccccc3c2=O)c2ccccc2c1=O,-2.6,-1.3,1.08,94.2,1,1.3,1.7,-5.8,6.6,1.1
CCOC(=O)c1csc(NC(=O)c2ccc(S(=O)(=O)N(C)C)cc2)n1,-3.8,-1.5,1.51,98.3,0.8,1.5,19.8,-0.5,15.4,1
O=C(C1CCCN1S(=O)(=O)c1ccc(Cl)c(Cl)c1)N1CCOCC1 (stereo not drawn),5.1,6.9,1.27,104.6,0.9,-6.9,5.0,-0.4,3.4,1
CC(C)(C)c1nc(NCCN2CCOCC2)c2nnn(Cc3ccccc3Cl)c2n1,-1.5,5.7,1.06,90.9,0.8,-5.7,20.9,-2.4,3.7,1
O=C(CSc1ncn[nH]1)N1N=C(c2ccc(Cl)cc2)CC1c1ccco1 (stereo not drawn),-0.2,-14.2,0.93,93.0,1,14.2,0.0,-5.5,12.3,1.1
CCOC(=O)c1nn(-c2ccc(C)cc2)c(C)c1C(C)=O,14.5,6.2,1,104.1,0.9,-6.3,8.0,3.9,16.9,1
CSC(=NC#N)N1CCN(C(=NC#N)SC)CC1,-4.9,-5.7,0.9,72.4,1.2,5.7,-16.6,-0.5,19.2,1

# Three structures out of the list, arranged by heavy-atom count, lowest first:
SMILES,TLR4 MyD88 comp,APP 5'UTR act,NF-kB expr up,STAT1 activator,Diaphorase act,APP transl inh,Diaphorase inh,FLuc inhib CS,G6PDH counter,FLuc act counter
Cc1ccc(-c2cc(C(=O)O)n[nH]2)o1,-8.8,9.2,0.98,94.3,0.9,-9.2,11.2,-8.2,-9.2,1.1
CSC(=NC#N)N1CCN(C(=NC#N)SC)CC1,-4.9,-5.7,0.9,72.4,1.2,5.7,-16.6,-0.5,19.2,1
CCOC(=O)c1nn(-c2ccccc2F)c(C)c1C(C)=O,0.8,10.7,1.04,100.2,0.9,-10.7,11.0,-4.6,8.1,1

# (list continues)
SMILES,TLR4 MyD88 comp,APP 5'UTR act,NF-kB expr up,STAT1 activator,Diaphorase act,APP transl inh,Diaphorase inh,FLuc inhib CS,G6PDH counter,FLuc act counter
Cc1sc(NC(=O)CN2CCOCC2)nc1-c1ccc2c(c1)CCN2S(=O)(=O)c1ccccc1,-7.2,-11.8,0.89,81.7,0.9,11.9,9.6,-4.5,6.2,1
COc1ccc(C(=O)CSc2nnc(-c3ccc(C)cc3)o2)cc1,0.8,15.6,0.94,93.9,0.9,-15.6,6.7,0.3,-31.1,1
Cc1cnc(CN(C)C(=O)c2cc(COc3c(F)cccc3F)on2)[nH]1,9.2,-1.2,1.14,94.5,0.6,1.2,43.5,-5.1,15.3,1.1
CN1CCN(/N=C/c2ccc(C#N)cc2)CC1,-8.7,12.1,1.38,111.0,1,-12.1,1.4,1.4,16.7,1
CCCCNC(=O)CNC(=S)N(Cc1ccccc1)Cc1cccnc1,-11.3,.,1.04,96.0,1,.,0.0,-8.0,-12.5,1.1
Cc1cccc(OCCCN2CCCCCC2)c1,6.3,8.7,0.85,104.3,1,-8.7,3.1,-8.5,10.0,1.1
O=C(CN(Cc1ccco1)C(=O)c1nsc(Cl)c1Cl)NC1CCCCC1,1.0,20.4,0.92,98.3,0.9,-20.4,13.3,-4.2,12.3,1
COc1cccc(-c2ccc(=O)n(CC(=O)Nc3ccc(C(=O)N4CCCC4)cc3)n2)c1,-18.8,0.8,1.72,95.0,0.9,-0.8,8.7,-0.8,3.1,1
CC1CCCC(C)N1C(=O)Cn1c(=O)sc2ccccc21 (stereo not drawn),.,7.0,0.96,.,0.9,-7.0,13.8,-12.1,3.3,1.1
O=C(NCc1cccnc1)c1ccc(CN2CCc3ccccc3C2)cc1,-7.2,-9.5,0.95,94.8,1,9.5,1.5,0.8,12.2,1
CC(=O)Oc1c(Sc2ccccc2[N+](=O)[O-])c(C)nn1C(C)(C)C,-12.4,9.8,1.32,90.5,0.8,-9.8,16.4,-3.1,-4.9,1
NS(=O)(=O)c1ccc(CCNC(=O)CSc2nc3ccccc3c(=O)n2CCN2CCOCC2)cc1,-4.2,0.5,1.27,103.9,0.9,-0.5,10.3,-3.6,11.4,1
COC(=O)C1C(=O)C2=C(CC1C)NC(C)=C(C(=O)OCCOc1ccccc1)C2c1ccc(C)o1 (stereo not drawn),-0.7,-6.8,0.37,83.8,0.7,6.8,33.0,-6.1,5.4,1.1
COCCNC(=O)C(=O)N/N=C/c1ccc(C(=O)OC)cc1,9.1,6.4,1.08,104.5,0.8,-6.4,17.7,-0.7,4.1,1
Cc1oc2ccc(O)cc2c1C(=O)c1ccc([N+](=O)[O-])cc1,2.4,-2.8,0.89,99.3,0.8,2.8,20.4,-5.4,0.5,1.1
COCCn1c(-c2ccc(OC)cc2)cnc1SCC(=O)Nc1cccc2ccccc12,-2.7,-2.2,1.03,97.5,0.8,2.2,22.8,-4.2,-24.5,1
O=C(O)c1cc(N/N=C/C(Cl)=C/c2ccccc2)ccc1Cl,-3.7,119.5,0.96,45.1,0.9,-119.5,5.3,34.9,-1.9,0.7
CC(Oc1ccc(-c2ccccc2)c(F)c1)c1ccn(S(=O)(=O)c2ccc(Cl)cc2)n1 (stereo not drawn),-6.8,4.8,1.2,102.8,1,-4.8,4.6,-4.9,5.0,1
Cc1cc(=O)n(C)c2ccccc12,6.2,-7.9,1.16,106.9,1,7.9,-2.7,1.9,1.2,1
CC(=O)Oc1ccc([N+](=O)[O-])cc1N1C(=O)c2ccccc2C1=O,9.8,19.0,0.94,106.9,1,-19.0,0.5,-2.3,8.1,1
CCOc1cc(CNCc2cccs2)cc(Br)c1OC,8.3,3.7,1.05,99.1,0.9,-3.7,11.2,-5.9,-2.6,1.1
COc1ccc(OCCOC(=O)Nc2ccccc2)cc1,9.5,4.4,0.86,97.9,0.7,-4.4,27.9,-5.8,0.5,1.1
CCN1CCN(c2ccc(NC(=O)c3ccc(F)cc3)cc2Cl)CC1,11.4,27.4,1.59,113.3,0.9,-27.4,11.7,2.2,6.8,1
COc1cc(-c2nc3cnccc3n2C)cc(OC)c1OC,-3.0,12.3,0.9,96.7,0.9,-12.3,11.4,-3.4,-2.0,1
O=C(O)CC1S/C(=N/N=C/c2ccc(-c3ccc(Cl)cc3[N+](=O)[O-])o2)NC1=O (stereo not drawn),6.3,.,1.48,108.2,0.5,.,45.9,-0.4,16.2,1
c1ccc(Cn2nnc3c(NCC4CCCO4)ncnc32)cc1 (stereo not drawn),-6.2,6.1,0.94,101.1,0.9,-6.1,6.4,3.4,7.2,1
Cn1c(=O)c2c(nc(CN3CCOCC3)n2Cc2ccccc2)n(C)c1=O,-4.1,-21.2,.,101.0,.,21.2,.,.,.,.
CCCc1cc(N2CCCC(C(=O)Nc3cc(Cl)ccc3OC)C2)n2ncnc2n1 (stereo not drawn),9.9,-7.5,.,96.7,.,7.5,.,.,.,.
O=C(Cn1cc2c(n1)CCCC2)NCCc1ccccc1,-13.6,1.9,1.18,107.4,1,-1.9,-2.0,-7.5,1.9,1.1
COc1ccccc1CN1C[C@@H]2C[C@@H](c3cccc(O)c3)N3CCC[C@@]23C1=O,1.2,-4.6,1.02,100.6,0.9,4.6,13.5,-4.1,14.9,1

# Profiles, quoted from the list.
# Listed for CN1CCN(/N=C/c2ccc(C#N)cc2)CC1 : TLR4 MyD88 comp = -8.7; APP 5'UTR act = 12.1; NF-kB expr up = 1.38; STAT1 activator = 111.0; Diaphorase act = 1; APP transl inh = -12.1; Diaphorase inh = 1.4; FLuc inhib CS = 1.4; G6PDH counter = 16.7; FLuc act counter = 1
# Listed for COc1cccc(-c2ccc(=O)n(CC(=O)Nc3ccc(C(=O)N4CCCC4)cc3)n2)c1 : TLR4 MyD88 comp = -18.8; APP 5'UTR act = 0.8; NF-kB expr up = 1.72; STAT1 activator = 95.0; Diaphorase act = 0.9; APP transl inh = -0.8; Diaphorase inh = 8.7; FLuc inhib CS = -0.8; G6PDH counter = 3.1; FLuc act counter = 1

# Remaining list, next part:
SMILES,TLR4 MyD88 comp,APP 5'UTR act,NF-kB expr up,STAT1 activator,Diaphorase act,APP transl inh,Diaphorase inh,FLuc inhib CS,G6PDH counter,FLuc act counter
CCn1c(Cc2ccccc2)nnc1SCC(=O)NC(C)(C)C,7.5,-8.6,0.93,100.9,0.9,8.6,7.9,-11.6,-0.8,1.1
COC(=O)C(CC(C)C)NC(=O)CSc1nc(-c2ccccc2)c(C#N)c(=O)[nH]1 (stereo not drawn),-4.3,-2.1,1.18,96.3,0.8,2.1,15.1,-0.3,-8.2,1
Cc1cc(C)c(S(=O)(=O)N2CCN(CCO)CC2)c(C)c1,-12.6,5.6,0.94,99.9,0.9,-5.6,13.1,-4.5,-3.2,1
O=c1[nH]c2ccccc2nc1/C=C(\O)C(F)F,1.4,0.9,1.16,97.2,0.9,-0.9,8.5,-2.9,8.6,1
Cc1nn(-c2ccccc2)c(Cl)c1/C=N/Nc1nc2ccccc2[nH]1,-11.7,125.6,2.19,215.8*,0.9,-125.6,12.8,64.9*,-35.6,0.4
Nc1nc(SCc2ccccc2)[nH]c(=O)c1-c1ccccc1,0.0,83.5,2.3,122.9,0.9,-83.5,12.9,2.0,2.6,1

# Looked up above.
# For G6PDH counter, `CCN1CCN(c2ccc(NC(=O)c3ccc(F)cc3)cc2Cl)CC1` is entered as 6.8
# For STAT1 activator, `Cc1nn(-c2ccccc2)c(Cl)c1/C=N/Nc1nc2ccccc2[nH]1` is entered as 215.8*
# For Diaphorase act, `CCOC(=O)c1nn(-c2ccc(C)cc2)c(C)c1C(C)=O` is entered as 0.9
# For FLuc act counter, `O=C(COC(=O)/C=C/c1ccc(Cl)cc1)Nc1ccc2c(c1)OCCO2` is entered as 1
# For FLuc act counter, `CSC(=NC#N)N1CCN(C(=NC#N)SC)CC1` is entered as 1

# Screens: PubChem BioAssay, several laboratories
